# Screening results (PubChem)
# Rad51 HR inh = Rad51 (human) homologous recombination inhibition | hRad51 DNA strand exchange, fluorescence dequenching | inhibition, % at 10 µM | hit rate 0.085% among 200,000;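 active = inhibition above 40% at the single screening dose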;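 note: 0% = DMSO control wells and 100% = blanks with heterologous ssDNA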
# Target sequence (Q06609 whole entry, looked up): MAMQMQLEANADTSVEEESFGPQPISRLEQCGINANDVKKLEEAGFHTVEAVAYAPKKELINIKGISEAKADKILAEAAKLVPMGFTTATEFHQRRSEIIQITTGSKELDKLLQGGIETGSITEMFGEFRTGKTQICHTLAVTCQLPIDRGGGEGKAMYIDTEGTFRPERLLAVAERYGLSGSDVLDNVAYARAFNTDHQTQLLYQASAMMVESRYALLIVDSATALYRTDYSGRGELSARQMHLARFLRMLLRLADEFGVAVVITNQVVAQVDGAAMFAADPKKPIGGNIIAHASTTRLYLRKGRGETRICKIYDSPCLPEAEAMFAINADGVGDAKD
#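 Material: Human Rad51 nucleoprotein filaments preassembled on unlabelled ssDNA | Also added: Labelled 47-mer dsDNA for strand exchange | Dosing: Single dose, 10 µM final compound | Schedule: 30-min compound preincubation and 15-min exchange, both room temperature | Technique: Fluorescence dequenching at 485/520 nm | Measure: Percent inhibition relative to plate controls and blanks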
# L929 necroptosis = blocks zVAD induced death of L929 cells | L929 zVAD necroptosis rescue, ATP luminescence, 24 h; with zVAD 60 µM | viability rescue, % at 10 µM | hit rate 0.38% among 220,000 | AID 1377;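 active = activation, scaled between plate controls, above about 75%, limit read from the data; inactive = activation under that limit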;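 note: 0% = zVAD with DMSO and 100% = DMSO alone without zVAD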
# hK5 inh = kallikrein 5 (human) inhibition; Q9Y337; recombinant hK5, fluorogenic AMC substrate cleavage; inhibition, % at 5 µM; hit rate 0.59% among 210,000;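 active = inhibition of 40% or more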;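 note: 0% = enzyme controls without compound and 100% = no-enzyme blanks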
# Target sequence (Q9Y337 67-293 limits assumed): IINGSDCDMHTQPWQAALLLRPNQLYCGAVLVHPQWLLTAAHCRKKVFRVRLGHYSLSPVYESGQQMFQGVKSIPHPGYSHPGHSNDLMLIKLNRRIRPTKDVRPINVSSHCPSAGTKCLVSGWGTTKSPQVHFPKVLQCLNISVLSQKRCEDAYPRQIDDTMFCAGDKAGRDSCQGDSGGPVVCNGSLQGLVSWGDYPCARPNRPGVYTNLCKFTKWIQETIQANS
# TNF necrop inh = TNF-alpha cell death inhibition in Jurkat FADD-/- cells; Jurkat FADD-/- TNF necroptosis rescue, ATP luminescence, 24 h; 0 = TNF only, 100 = no-TNF cells; activation (protection from cell death), % at 10 µM; hit rate 0.068% among 220,000;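 active = activation, meaning protection from cell death, of at least 50% relative to plate controls; inactive = activation below 50%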;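 note: necroptosis triggered by 40 ng/mL TNF-alpha added together with compound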
# FXIa inh 1536 = factor XIa (human) inhibition | inhibition, % at 5 µM | purified FXIa, Boc-Glu-Ala-Arg-AMC fluorogenic substrate | P03951 | hit rate 0.14% among 220,000;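 active = inhibition of at least 40%; inactive = inhibition below 40%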;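 note: fluorescence of freed AMC excited at 355 nm; 0% = enzyme without compound and 100% = no enzyme blank; many of its hits are not listed in these tables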
# thrombin 1536 = blocks human thrombin protease activity; P00734; alpha-thrombin, Boc-VPR-AMC fluorogenic substrate cleavage; inhibition, % at 5 µM; hit rate 0.26% among 220,000; AID 1046;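 active = inhibition at or above 40%; inactive = inhibition below 40%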;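 note: 0% = enzyme with no compound and 100% = wells without enzyme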
#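 Material: human alpha-thrombin protein. Incubation: reaction at ambient temperature. Technique: fluorescence of released AMC, ex 355 nm, em 460 nm. Control set: no-compound enzyme wells and no-enzyme blanks. Also added: Boc-VPR-AMC substrate, 15 µM final. Buffer or medium: pH 7.5 Tris (50 mM) with NaCl 150 mM, Tween 20 0.05%.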
# KCC2 mod = KCC2 (human) Cl- transport modulation; Q9H2X9; KCC2 cells, thallium flux FluoZin-2 fluorescence; B-score of Tl+ flux slope (higher = more flux/activation; lower = inhibition) at 10 µM; hit rate 2.2% among 190,000; AID 1456;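 active = thallium flux slope and its plate-corrected score both differing from the plate sample mean at a set confidence after two filtering rounds, in either direction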;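 note: slope of fluorescence scaled to starting intensity during 10 to 20 s after thallium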
# FXIIa inh 1536 = blocks human coagulation factor XIIa protease activity. inhibition, % at 5 µM. hit rate 0.3% among 220,000. AID 800. P00748. purified FXIIa, Boc-QGR-AMC fluorogenic substrate, 2 h; in the data active = inhibition above about 40%;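 note: 0% = enzyme with no compound and 100% = blank without enzyme; many of its hits are not listed in these tables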
# Hck-Nef inh = human Hck-Nef kinase inhibition; P08631; Recombinant Hck-YEEI plus Nef, Z-Lyte FRET kinase assay; inhibition, % at 20 µM; hit rate 0.68% among 220,000; AID 463187;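 active = Hck-Nef kinase inhibition above about 50%, limit read from the data; inactive = inhibition below that limit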;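 note: 0% = DMSO with Hck plus Nef and 100% = Hck alone without Nef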
# * hit, by the source's call; . = not tested or not shown. An excerpt; count on the stated rates, not on these rows.
# Below each compound – FXIa inh 1536	L929 necroptosis	TNF necrop inh	Hck-Nef inh	Rad51 HR inh	thrombin 1536	FXIIa inh 1536	KCC2 mod	hK5 inh
CCCCn1c(O)c(C(CC)=NCc2ccc(F)cc2)c(=O)[nH]c1=O
  -7	-0.1	-0.2	1	2	-4	-8	0.03	-4
O=C(O)C1C2CCC(O2)C1C(=O)Nc1ccc(Cl)cc1 (centres undefined)
  -4	1.3	-0.8	0	0	2	3	0.041	-16
Cc1ccc(CN2CCN(Cc3ccccc3)CC2)cc1
  0	-1.4	-0.8	23	-2	-4	10	-0.27	5
CC(C(=O)N1CCC2(CC1)OCCO2)C1Sc2ccccc2NC1=O (centres undefined)
  3	-0.2	-2.1	0	1	2	2	0.42	3
CN1CC(C(=O)c2ccc(Cl)cc2)C(c2ccc(N(C)C)cc2)C1 (centres undefined)
  -6	-0.1	2.6	15	10	-2	-4	1.4	-13
COc1ccc(O)c(CN2CCCC(C(=O)c3sccc3C)C2)c1 (centres undefined)
  -4	12	2.3	12	5	4	15	-0.17	-9
COc1ccc(/C=C2\C(=N\O)C3CCN2CC3)cc1
  8	1.2	0.1	7	1	3	19	-0.00066	-2
CCCn1c(C(=O)c2ccccc2OC)nc2ccccc21
  -2	-0.3	0.0	25	1	-4	7	-3.2	1
COc1ccccc1N1CCN(Cc2ccccc2Cl)CC1
  -5	-0.3	-9.9	0	3	-2	0	-5	1
Clc1ccc(C2NCCc3[nH]cnc32)cc1 (centres undefined)
  10	1.8	0.2	-2	2	-13	15	1.9	-4
O=C(Nc1ccc(OC(=O)N2CCCCC2)cc1)N1CCOCC1
  -2	-0.3	2.1	16	7	2	4	0.95	3
COc1ccc(C2NCc3ccccc3-n3cccc32)cc1 (centres undefined)
  -1	0.7	4.5	0	-1	0	-13	0.45	-9
Cn1c(O)c(C(=NCCN2CCCCC2)c2ccccc2Cl)c(=O)n(C)c1=O
  7	-0.4	1.1	1	1	3	24	0.37	-21
CN1C(=O)NC(=O)/C(=C\c2ccc([N+](=O)[O-])o2)C1=O
  3	1.3	-0.6	24	-25	0	14	0.12	-1
O=P(Nc1cccnc1)(Oc1ccccc1Cl)Oc1ccccc1Cl
  -3	0.0	-0.7	5	3	-5	-1	-1.3	-11
O=C(C[N+]12CCC(CC1)C(OC(=O)c1ccccc1)C2)c1ccc([N+](=O)[O-])cc1 (centres undefined)
  0	1.7	-4.0	11	-9	-5	-2	-0.0011	0
O=C(Cc1ccccc1)OCCN1CCOCC1
  8	0.4	1.8	5	5	-4	14	-0.28	-15
CN1CCC(O)(c2ccccc2)C2CCCC21 (centres undefined)
  -6	-1.3	0.4	6	2	-4	7	0.22	2
CC(=NCc1ccc2c(c1)OCO2)c1c(O)n(C)c(=O)n(C)c1=O
  -3	0.0	-0.8	0	-6	-15	11	0.05	-19
O=c1[nH]c(=O)n(Cc2ccccc2)c(O)c1/C=C1\C=Nc2ccccc21
  5	0.9	0.0	0	6	-2	2	-0.28	0

# In another format: 11 of the compounds above.
mol,FXIa inh 1536,L929 necroptosis,TNF necrop inh,Hck-Nef inh,Rad51 HR inh,thrombin 1536,FXIIa inh 1536,KCC2 mod,hK5 inh
Clc1ccc(C2NCCc3[nH]cnc32)cc1 (centres undefined),10,1.8,0.2,-2,2,-13,15,1.9,-4
O=C(Nc1ccc(OC(=O)N2CCCCC2)cc1)N1CCOCC1,-2,-0.3,2.1,16,7,2,4,0.95,3
COc1ccc(C2NCc3ccccc3-n3cccc32)cc1 (centres undefined),-1,0.7,4.5,0,-1,0,-13,0.45,-9
Cn1c(O)c(C(=NCCN2CCCCC2)c2ccccc2Cl)c(=O)n(C)c1=O,7,-0.4,1.1,1,1,3,24,0.37,-21
CN1C(=O)NC(=O)/C(=C\c2ccc([N+](=O)[O-])o2)C1=O,3,1.3,-0.6,24,-25,0,14,0.12,-1
O=P(Nc1cccnc1)(Oc1ccccc1Cl)Oc1ccccc1Cl,-3,0.0,-0.7,5,3,-5,-1,-1.3,-11
O=C(C[N+]12CCC(CC1)C(OC(=O)c1ccccc1)C2)c1ccc([N+](=O)[O-])cc1 (centres undefined),0,1.7,-4.0,11,-9,-5,-2,-0.0011,0
O=C(Cc1ccccc1)OCCN1CCOCC1,8,0.4,1.8,5,5,-4,14,-0.28,-15
CN1CCC(O)(c2ccccc2)C2CCCC21 (centres undefined),-6,-1.3,0.4,6,2,-4,7,0.22,2
CC(=NCc1ccc2c(c1)OCO2)c1c(O)n(C)c(=O)n(C)c1=O,-3,0.0,-0.8,0,-6,-15,11,0.05,-19
O=c1[nH]c(=O)n(Cc2ccccc2)c(O)c1/C=C1\C=Nc2ccccc21,5,0.9,0.0,0,6,-2,2,-0.28,0

# The results go on.
# Below each compound – FXIa inh 1536	L929 necroptosis	TNF necrop inh	Hck-Nef inh	Rad51 HR inh	thrombin 1536	FXIIa inh 1536	KCC2 mod	hK5 inh
CC(C)(C)P(=O)(c1ccncc1)N1CCCC1 (centres undefined)
  -5	-0.4	-1.7	1	5	-1	10	-0.014	4
CC(=O)Nc1ccc(N=Cc2c(O)n(Cc3ccco3)c(=O)[nH]c2=O)cc1
  4	0.1	-1.3	12	3	0	9	.	1
CNP(=S)(NC)OCCOc1ccc(OC)cc1
  -7	0.3	-0.7	3	8	-14	-8	-0.021	-32
COc1cc(C(=O)Nc2ccc(Br)cc2C(=O)c2ccccc2)cc(OC)c1OC
  1	0.1	-1.3	0	5	-2	10	0.92	-7
O=C1NC(=S)N(c2ccccc2)C(=O)C1C(c1ccncc1)C1C(=O)NC(=S)N(c2ccccc2)C1=O (centres undefined)
  1	1.5	0.3	27	-10	-1	0	-0.17	-1
CCC(CC)C1C(C#N)=C(N)Oc2c1c(=O)oc1ccccc21 (centres undefined)
  -4	-0.7	-3.0	8	3	-3	2	0.014	-9
CC(C(N)=O)N1CC(c2ccccc2)CC1=O (centres undefined)
  -7	-0.4	-0.1	-1	1	-6	15	.	1
CN(C)C=C1C(=O)N(C2CCCCC2)C(=O)N(C2CCCCC2)C1=O
  -1	-0.1	-5.6	4	-45	2	5	0.07	1
CCOC(=O)C1(CCOc2ccccc2)CCN(C2Cc3ccccc3C2)CC1
  -5	1.3	1.7	14	10	-2	8	0.3	1
O=C(c1ccc(Cl)cc1)C1CCCN(Cc2cccc3cnccc23)C1 (centres undefined)
  2	0.4	-0.3	17	.	3	8	0.048	.
CC(C)n1c(=O)c(C=Nc2ccc(Br)cc2)c(O)n(Cc2ccco2)c1=O
  12	0.3	-0.1	2	-23	13	14	-0.65	115*
O=c1cccc2n1CC1CC2CN(S(=O)(=O)c2ccccc2)C1 (centres undefined)
  -8	0.1	-0.4	-1	.	-7	15	.	-5
CN1CC[C@@]23CCCC[C@@H]2[C@@H]1Cc1ccc(O)cc13
  -9	60	1.8	-2	-13	.	0	0.6	-7
Cc1ccc(N2C(=O)NC(=O)/C(=C\c3ccc([N+](=O)[O-])o3)C2=O)cc1
  -1	1.4	0.4	50*	-85	-1	2	-1.9	-6
CCOC(=O)C1C2NC(=O)N(Cc3ccccc3)C1(C)Oc1c(OC)cccc12 (centres undefined)
  -4	-0.1	-3.7	1	1	3	0	0.77	-16
O=C(CN1CC=C(c2ccccc2)CC1)NC(=O)NCc1ccco1
  0	0.2	-4.8	3	-1	-3	8	0.18	-19
CC1CCCC(NC(=O)COC(=O)Cc2ccccc2)C1C (centres undefined)
  -6	0.2	-1.0	9	-6	14	-3	-0.62	-13
CNC(C(=O)c1ccccc1)C(OC(C)=O)c1cccc([N+](=O)[O-])c1 (centres undefined)
  3	-0.3	-0.9	8	-9	0	12	-0.24	0
O=c1[nH]c(=O)n(Cc2ccc(F)cc2)c(O)c1C=NCCN1CCCCC1
  16	0.7	-4.2	2	0	-4	20	0.64	-9
CC1(C)CN=C(Nc2nc3ccccc3s2)S1
  -10	0.8	0.1	-4	9	-9	21	-0.95	-122

# (further entries)
# Below each compound – FXIa inh 1536	L929 necroptosis	TNF necrop inh	Hck-Nef inh	Rad51 HR inh	thrombin 1536	FXIIa inh 1536	KCC2 mod	hK5 inh
CCC(=O)OC1(c2cccc(C)c2)CC(C)N(C)CC1C (centres undefined)
  -9	-0.4	1.6	0	-7	-10	-16	.	-4
CN1C(=O)N(C)C(=O)C2(Cc3ccccc3N3CCOCC32)C1=O (centres undefined)
  -1	-0.1	-0.6	1	-12	-2	21	2.4	-11
COCCCn1c(-c2ccc(OC)cc2)cc(C(=O)NC2CCCCCCC2)c1C
  -1	1.8	3.3	2	8	-15	0	0.0021	-17
O=[N+]([O-])c1ccc(N2CCNCC2)c2ncccc12
  -6	0.6	-0.5	0	.	-1	5	0.73	-3
CCOP(=O)(C(NC(=O)c1ccccc1Cl)=C(Cl)Cl)c1ccccc1 (centres undefined)
  0	0.2	1.2	0	-11	0	13	0.64	-12
CCc1ccc(N2C(=O)NC(=O)/C(=C/c3cccn3CCOc3ccc(C(C)CC)cc3)C2=O)cc1 (centres undefined)
  4	-0.3	3.6	3	-7	0	9	1.7	-4
CC(=O)Cc1c[nH]c2ccccc12
  -1	1.9	1.2	19	12	0	3	-0.12	1
CCOP(=O)(OCC)C(O)c1ccc(OC)c(OC)c1 (centres undefined)
  2	-0.2	-2.7	-1	-10	6	8	-0.07	-4
Cc1ccc(S(=O)(=O)N2CCCC(C(=O)N3CCC4(CC3)OCCO4)C2)cc1 (centres undefined)
  5	-0.1	-1.6	0	2	3	16	-0.82	-2
CN1CCN(Cc2cn3cccnc3n2)CC1
  -5	1.3	0.1	19	0	-7	2	-0.0049	-11
CCOC(=O)c1c(C)n(Cc2ccco2)c2c1cc(O)c1ccccc12
  3	0.1	-0.8	3	5	3	12	-0.28	-6
C=CCNC(=O)c1c(N)n(CCN2CCOCC2)c2nc3ccccc3nc12
  -17	-0.1	-3.6	50*	-1	-29	-12	-0.9	-104
O=c1[nH]c(=O)n(-c2ccc(Cl)cc2)c(O)c1C=NCCN1CCCCC1
  4	1.7	-1.0	-7	-1	4	-4	-0.018	-20
CCOC(=O)c1c(C)n(C(C)C)c2ccc(OC)cc12
  1	2.2	0.2	9	24	-1	6	-1.1	3
CCC(C)N=Cc1c(O)n(-c2ccccc2)c(=O)[nH]c1=O (centres undefined)
  -2	-0.6	1.8	-4	-4	-2	0	0.11	2
O=S(=O)(c1ccccc1)N1CN2CCN(C2)C1
  -1	1.9	0.5	0	6	-5	8	.	1
O=C(c1ccccc1)C(CN1CCCC1)c1ccccc1 (centres undefined)
  -7	5.5	-27	6	.	-7	2	0.096	-16
CCOc1ccc(Br)c(C2(O)CC(C)N(C)CC2C)c1 (centres undefined)
  7	-0.1	2.1	4	-7	-1	9	.	-20
O/N=C1\CCC2CN(C3CCCCC3)CC2C1 (centres undefined)
  1	1.2	1.8	-3	0	-5	5	0.59	-1
